Bcl-XL Bim block – disrupts Bim peptide binding to human Bcl-XL | Q07817 | bead flow cytometry, fluorescence | inhibition, % at 10 µM | 190,000 compounds, 0.04% hits
RGS8-Gao reg – modulates binding of RGS8 to human Galphao; P09471; multiplexed bead flow cytometry; actives lie on both sides; response (percent of control binding), % at 10 µM; 220,000 compounds, 0.34% hits; AID 1423; in the data active means response below about 60% or above about 140%; inactive means in between;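 further: Galphao activated as the GDP aluminium fluoride complex binding bead-coupled RGS8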
RGS7-Gao reg – modulates binding of RGS7 to human Galphao. P09471. Multiplexed bead flow cytometry; actives lie on both sides. binding response (% of control), % at 10 µM. 220,000 compounds, 0.35% hits. AID 1439; in the data active means binding response below about 49% or above about 150%; inconclusive means no clear call, values can overlap the other calls; inactive means in between;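 further: fluorescent Galphao held in activated GDP-AlF4 state binding bead-coupled RGS7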
GSH fluor – compound fluoresces at 488/530 nm on GSH beads; fluorescence (KMESF) at 10 µM; AID 1776; 190,000 compounds, 0.25% hits; GSH beads flow cytometry, compound fluorescence 488/530 nm; hits give high values; in the data active means fluorescence above about 89;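 further: glutathione beads carrying GST-tagged Bcl family fusion proteins plus one bare bead set; values are compound well signal with DMSO vehicle wells as background; inactives centre near 16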
Bim-Bcl-B – human Bim-Bcl-B interaction inhibition | Q9HD36 | bead-based flow cytometry, Bim peptide-Bcl-B binding | inhibition, % at 10 µM | 190,000 compounds, 0.073% hits;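 further: 0% = tracer peptide without compound and 100% = reference inhibitor peptide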
ABCG2 inh – blocks JC-1 efflux by human ABCG2 transporter. inhibition, % at 6.6 µM. IgMXP3 cells, flow cytometry. 190,000 compounds, 0.1% hits. AID 1325. Q9UNQ0;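 active means inhibition above 80%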;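 further: 0% = DMSO and 100% = nicardipine control wells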
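material = IgMXP3 (ABCG2) plus far-red-tagged CCRF-Adr (ABCB1) cells | amount = 3 million cells/mL, equal mix of both lines | also added = JC-1 transporter substrate | dosing = one concentration, 6.6 µM final | schedule = 10 min at 25 °C | measured by = flow cytometric JC-1 green MFI at 530 nm | read-out basis = percent efflux inhibition, scaled nicardipine 100% to DMSO 0%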
RGS4-Gao reg – human RGS4-Galphao interaction regulation | P09471 | Multiplexed bead flow cytometry, RGS4-Galphao binding; actives lie on both sides | binding response (% of control), % at 10 µM | 220,000 compounds, 0.33% hits | AID 1415; in the data active means binding response below about 49% or above about 150%; inactive means in between;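 further: fluorescent Galphao activated with aluminum fluoride binding bead-coupled RGS4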
ABCB1 inh – human ABCB1 inhibition, ABCG2 as counter-screen. P08183. 190,000 compounds, 0.067% hits. CCRF-Adr cells, JC-1 efflux, flow cytometry. inhibition, % at 6.6 µM; in the data active means inhibition above about 40%;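 further: 0% = vehicle and 100% = reference inhibitor; higher value means more JC-1 retained so stronger ABCB1 efflux block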
Target sequence (P08183 whole entry, looked up): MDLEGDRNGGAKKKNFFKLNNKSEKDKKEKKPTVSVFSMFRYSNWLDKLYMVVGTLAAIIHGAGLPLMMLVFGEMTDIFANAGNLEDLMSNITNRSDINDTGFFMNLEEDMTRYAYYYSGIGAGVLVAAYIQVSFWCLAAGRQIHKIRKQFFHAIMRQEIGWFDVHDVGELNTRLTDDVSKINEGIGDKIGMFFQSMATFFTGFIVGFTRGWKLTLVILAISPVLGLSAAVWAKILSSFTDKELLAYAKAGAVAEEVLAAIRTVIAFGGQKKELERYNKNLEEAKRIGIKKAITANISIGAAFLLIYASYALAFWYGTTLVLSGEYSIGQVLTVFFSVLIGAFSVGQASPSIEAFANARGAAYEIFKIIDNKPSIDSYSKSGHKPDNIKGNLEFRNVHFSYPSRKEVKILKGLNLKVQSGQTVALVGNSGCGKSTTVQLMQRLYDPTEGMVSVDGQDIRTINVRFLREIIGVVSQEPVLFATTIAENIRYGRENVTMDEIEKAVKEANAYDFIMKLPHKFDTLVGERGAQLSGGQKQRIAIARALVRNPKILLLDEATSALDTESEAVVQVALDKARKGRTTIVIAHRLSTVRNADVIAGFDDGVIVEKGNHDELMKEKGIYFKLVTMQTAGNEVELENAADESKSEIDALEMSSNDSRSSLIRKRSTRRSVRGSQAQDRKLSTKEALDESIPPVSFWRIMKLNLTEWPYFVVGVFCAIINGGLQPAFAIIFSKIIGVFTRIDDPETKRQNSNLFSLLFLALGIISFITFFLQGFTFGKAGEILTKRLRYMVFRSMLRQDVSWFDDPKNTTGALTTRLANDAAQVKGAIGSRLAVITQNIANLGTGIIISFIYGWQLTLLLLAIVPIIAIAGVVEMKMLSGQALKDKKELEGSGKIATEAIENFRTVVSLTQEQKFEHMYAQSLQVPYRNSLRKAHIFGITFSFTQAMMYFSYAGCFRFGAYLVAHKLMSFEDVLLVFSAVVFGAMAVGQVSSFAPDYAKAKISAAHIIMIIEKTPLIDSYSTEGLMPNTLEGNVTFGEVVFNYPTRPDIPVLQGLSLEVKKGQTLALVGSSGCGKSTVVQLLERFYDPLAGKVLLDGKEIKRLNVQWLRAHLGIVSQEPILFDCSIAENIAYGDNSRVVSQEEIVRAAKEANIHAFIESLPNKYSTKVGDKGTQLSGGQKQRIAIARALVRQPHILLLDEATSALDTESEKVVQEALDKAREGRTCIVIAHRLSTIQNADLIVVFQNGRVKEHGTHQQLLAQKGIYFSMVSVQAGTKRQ
Bim-Bcl-2 – disrupts Bim peptide binding to human Bcl-2; P10415; Bead-based flow cytometry, Bim peptide-Bcl-2 binding; inhibition, % at 10 µM; 190,000 compounds, 0.06% hits; AID 950; in the data active means inhibition above about 40%; inconclusive means no clear call, values can overlap the other calls;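 further: 0% = no compound wells with probe peptide and 100% = reference peptide inhibitor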
Bfl-1 Bim block – human Bim-Bfl-1 interaction inhibition | Bead-based flow cytometry, Bim-Bfl-1 binding inhibition | inhibition, % at 10 µM | 190,000 compounds, 0.12% hits | Q16548;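 further: 0% = wells without compound plus tracer and 100% = blocker peptide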
Bim-Bcl-W – human Bim-Bcl-W interaction inhibition. Q92843. bead-based flow cytometry, Bim peptide-Bcl-W binding. inhibition, % at 10 µM. 190,000 compounds, 0.02% hits. AID 952;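 further: 0% = bound tracer without compound and 100% = peptide blocker; higher means less fluorescent Bim peptide bound to Bcl-W beads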
Starred values were filed as active, the others as inactive; ? = inconclusive. Unless noted, no stated cut-off is given here; in the data, active means inhibition above about 40%.

SMILES	Bcl-XL Bim block	RGS8-Gao reg	RGS7-Gao reg	GSH fluor	Bim-Bcl-B	ABCG2 inh	RGS4-Gao reg	ABCB1 inh	Bim-Bcl-2	Bfl-1 Bim block	Bim-Bcl-W
CCOc1ccc(OCc2ccc(C(=O)N3CCCC3)o2)cc1	-7	99	101	31	-6	7	100	41*	-8	-14	1
Cn1c(SCC(=O)N2CCN(c3ccccc3)CC2)nnc1-c1ccco1	2	101	104	15	1	0	106	-0.1	-1	0	-2
O=C(NCc1ccc(F)cc1)c1cc2ccccn2n1	-3	100	98	14	-5	2	102	0.3	-8	-12	0
COc1ccc(C(=O)c2ccc(Cl)c([N+](=O)[O-])c2)cc1	-2	104	108	3	-2	25	107	1.1	0	1	-2
COc1ccc2c(CCNC(=O)Nc3ccccc3)c[nH]c2c1	-1	106	112	7	4	5	107	1.5	2	0	0
CCOC(=O)c1cc2sc(C)cc2n1C(C)C(=O)OCC (configuration not stated)	-3	94	91	13	0	1	95	0.3	0	-3	0
CCCOc1ccc(C(CC(=O)O)NC(=O)C23CC4CC(CC(C4)C2)C3)cc1 (configuration not stated)	0	107	102	10	-6	0	115	0.0	-2	-7	0
COC(=O)CNC(=O)CN1c2cccc3cccc(c23)S1(=O)=O	-5	98	95	17	-1	2	100	0.2	-4	-1	-3
O=C1/C(=C/N(C(=O)c2ccco2)c2ccc(Br)cc2)Sc2ccccc21	4	84	97	6	0	-3	93	-0.9	6	18	4
Cc1nonc1OCCNCc1c(C(=O)N(C)C)nc2ccc(Cl)cn12	1	96	100	12	3	2	103	0.4	4	4	0
O=C(O)CNC1=NCCCCC1	-1	98	97	20	-5	2	97	1.1	-2	-6	-2
Cn1nnnc1SCCNCc1ccccc1OCc1ccccc1	-7	103	100	9	-8	3	99	2.0	-3	-2	-5
COC(=O)C(=C/C(C)=C/c1cccnc1)C(=O)OC	0	99	87	9	-1	1	96	0.5	-5	-8	0
COc1ccc(NC(=O)O/N=C2/CCCc3ccc(OC)cc32)cc1	-6	101	99	25	-2	48	100	2.7	-6	-17	0
CCOc1cccc(NC(=O)C2CC(=O)NC(=Nc3ccccc3)S2)c1 (configuration not stated)	-5	100	103	30	-8	4	98	0.3	-8	-9	-1
CC(OC(=O)C1=COCCO1)C(=O)Nc1ccccc1C#N (configuration not stated)	-1	101	100	15	-3	-3	97	-2.6	0	-5	-5
Cc1c(NS(=O)(=O)c2ccc(N(C)C3CCCCC3)c([N+](=O)[O-])c2)c(=O)n(-c2ccccc2)n1C	27	90	91	9	19	2	95	1.6	15	24	20
CC(NC(=S)N1CCOCC1)c1ccccc1 (configuration not stated)	-7	99	100	4	-8	-5	100	-0.2	3	-2	-3
Cc1ccc(C(=O)N2CCN(c3cc(=O)[nH]nc3-c3ccccc3)CC2)cc1	-1	102	99	30	-1	6	100	1.2	-3	0	0
O=C(CN1C(=O)c2cccc3cccc(c23)C1=O)N1CCN(Cc2ccc3c(c2)OCO3)CC1	-4	101	99	36	-7	0	102	0.2	-6	-12	0
CCC(C)(C)NC(=O)CN(C(=O)c1snc(C(N)=O)c1N)c1ccc2c(c1)OCCO2	0	99	101	24	-4	1	97	0.4	-1	-7	2
CCOc1cccc(C(=O)Nc2cccc(-c3nc4ncccc4o3)c2C)c1	-12	100	103	61	-5	5	100	0.9	-1	-11	3
COC(=O)C(O)(CC(=O)Nc1cc(OC)c(OC)c(OC)c1)C(F)(F)F (configuration not stated)	-2	114	114	11	-2	-1	116	0.1	-1	0	-3
S=C(NCCN1CCOCC1)Nc1ccc(Cl)c(Cl)c1	0	102	96	13	-4	9	99	0.9	-2	-2	2
CCOc1ccc(CCNC(=O)C2=C(C)C(=O)OC23CCC(C)CC3)cc1OCC (configuration not stated)	-2	108	107	11	-1	3	108	3.9	0	-4	0
O=c1c2sccc2nc(SCc2cc(=O)n3cc(Cl)ccc3n2)n1Cc1ccccn1	-1	101	104	65	-2	4	99	3.0	4	0	-3
O=C(COc1ccc(Br)cc1Cl)Nn1cnnc1	-2	103	106	15	-1	0	105	0.0	-1	-4	-2
COc1ccc(CC(NC(C)=O)C(=O)NC2CCN(C(=O)Nc3ccc(Cl)cc3)CC2)cc1OC (configuration not stated)	-1	102	99	14	-1	0	100	0.1	1	0	-2
Cc1nn(CC(=O)OC(C)C(=O)Nc2ccccc2[N+](=O)[O-])c(C)c1[N+](=O)[O-] (configuration not stated)	-2	100	103	13	-6	4	99	1.4	-3	-5	-4
CCOC(=O)c1nnc(-c2ccccc2)nc1NC	2	95	102	15	4	0	93	0.1	2	4	1
O=C(COC(=O)c1cncc(Br)c1)NCCC1=CCCCC1	0	95	103	10	-1	1	104	0.0	0	2	0
O=S(=O)(c1ccc(Br)cc1)n1c(Cc2ccccc2)nc2ccccc21	-5	101	101	14	-8	14	101	3.4	-5	-8	-3
CCCc1cc(=O)[nH]c(SCC(=O)NCCC2=CCCCC2)n1	1	102	99	17	3	12	104	2.3	0	5	-2
Nc1nnc(-c2cc3ccccc3oc2=O)s1	0	103	102	12	7	4	101	0.4	6	4	1
Cc1ccnc(NS(=O)(=O)c2ccc(NC(=O)C3CCCO3)cc2)n1 (configuration not stated)	-14	102	98	38	-9	13	99	-0.2	-12	-22	-2
O=C(CSc1nnnn1C1CCCC1)Nc1ccccc1N1CCOCC1	-3	103	102	20	0	31	104	2.7	-2	-3	-1
CSc1nnc(C)c(=O)[nH]1	4	96	101	11	4	1	101	0.0	0	4	24
COc1ccc(-c2cnc(OC(C)(C)C)nc2OC(C)(C)C)cc1OC	1	104	104	39	-6	0	102	0.0	-6	-10	2
CCn1c(Oc2ccc(F)cc2)nc2c1c(=O)n(C)c(=O)n2C	-2	102	103	9	-1	1	102	-0.2	-1	-5	-1
COc1ccccc1/C=N/NC(=O)c1nnn(-c2nonc2N)c1CSC1=NCCS1	-4	101	103	10	-5	-5	100	-0.7	0	-2	-2
COc1cc2c(cc1OC)C1=C(C#N)CCC(=NC(=O)c3ccc(Cl)cc3)N1CC2	2	105	98	13	-3	2	96	0.3	-4	-2	-1
CC1CC(C)(C)NC(=S)N1CCCC(=O)Nc1ccccc1F (configuration not stated)	0	103	104	11	-3	2	105	1.6	-3	-4	-1
O=S(=O)(/N=C(/Nc1ccc(F)cc1F)c1ccccc1)c1ccccc1	-1	101	99	7	-1	2	100	0.8	0	0	-1
Cc1csc2nc(CNC(=O)c3ccco3)cn12	-2	106	99	24	0	2	104	0.9	-1	-4	-1
CCc1ccc(C2c3[nH]c4ccccc4c3CCN2C(=O)c2ccc(=O)n(C)n2)cc1 (configuration not stated)	-6	101	107	9	-5	5	99	1.9	0	-3	-5

Some of these compounds in order of molar mass, falling:
SMILES	Bcl-XL Bim block	RGS8-Gao reg	RGS7-Gao reg	GSH fluor	Bim-Bcl-B	ABCG2 inh	RGS4-Gao reg	ABCB1 inh	Bim-Bcl-2	Bfl-1 Bim block	Bim-Bcl-W
COc1cc2c(cc1OC)C1=C(C#N)CCC(=NC(=O)c3ccc(Cl)cc3)N1CC2	2	105	98	13	-3	2	96	0.3	-4	-2	-1
CCc1ccc(C2c3[nH]c4ccccc4c3CCN2C(=O)c2ccc(=O)n(C)n2)cc1 (configuration not stated)	-6	101	107	9	-5	5	99	1.9	0	-3	-5
Cc1ccnc(NS(=O)(=O)c2ccc(NC(=O)C3CCCO3)cc2)n1 (configuration not stated)	-14	102	98	38	-9	13	99	-0.2	-12	-22	-2
COc1ccc(-c2cnc(OC(C)(C)C)nc2OC(C)(C)C)cc1OC	1	104	104	39	-6	0	102	0.0	-6	-10	2
CCn1c(Oc2ccc(F)cc2)nc2c1c(=O)n(C)c(=O)n2C	-2	102	103	9	-1	1	102	-0.2	-1	-5	-1
Nc1nnc(-c2cc3ccccc3oc2=O)s1	0	103	102	12	7	4	101	0.4	6	4	1
CSc1nnc(C)c(=O)[nH]1	4	96	101	11	4	1	101	0.0	0	4	24

The results go on.
SMILES	Bcl-XL Bim block	RGS8-Gao reg	RGS7-Gao reg	GSH fluor	Bim-Bcl-B	ABCG2 inh	RGS4-Gao reg	ABCB1 inh	Bim-Bcl-2	Bfl-1 Bim block	Bim-Bcl-W
COc1cccc(-n2c(=S)sc3c(=O)n(-c4ccccc4OC)c(=S)[nH]c32)c1	-2	98	104	24	-14	-2	101	0.1	0	5	1
CC1=CC(C)(C)n2c(O)c(N=NC(N)=S)c3c(C)ccc1c32	-7	103	100	11	-9	2	100	0.2	-5	-10	-4
COc1ccc(C(=O)NCc2ccc(Cl)c(Cl)c2)cc1OC	-6	103	107	11	-4	4	105	-8.2	-5	-2	-2
O=C(Nc1ccccc1)N1CCN(c2ccc(C(F)(F)F)cn2)CC1	-4	101	105	5	-5	5	105	0.3	-6	-11	-4
Cc1ccc(Cl)c(OCCN2CCCC(C)C2)c1 (configuration not stated)	1	105	105	21	0	-2	100	-1.3	0	1	0
CCOc1ccccc1NC(=O)NCc1ccccc1F	-2	98	?	16	-2	12	96	0.9	0	-6	0
COC(=O)C1=CO[C@@H](OC2OC(CO)C(O)C(O)C2O)[C@@H]2C(CO)=CC[C@H]12 (some centres not stated)	-1	104	105	18	-2	-1	103	-0.2	0	1	-1
Cn1c(=O)oc2cc(S(=O)(=O)N3CCC4(CC3)OCCO4)ccc21	1	100	107	16	-5	5	106	1.6	-1	-4	0
Cn1c(C(=O)c2ccccc2[N+](=O)[O-])nc2ccccc21	-1	101	93	11	-3	0	100	0.1	1	-4	0
COc1cccc(/C=N/NC(=O)C(=O)NCc2ccco2)c1O	-2	109	103	16	-7	5	114	0.2	-8	-8	3

Entries listed so far with a thiophene ring, fused or not, in the order listed:
SMILES	Bcl-XL Bim block	RGS8-Gao reg	RGS7-Gao reg	GSH fluor	Bim-Bcl-B	ABCG2 inh	RGS4-Gao reg	ABCB1 inh	Bim-Bcl-2	Bfl-1 Bim block	Bim-Bcl-W
CCOC(=O)c1cc2sc(C)cc2n1C(C)C(=O)OCC (configuration not stated)	-3	94	91	13	0	1	95	0.3	0	-3	0
O=c1c2sccc2nc(SCc2cc(=O)n3cc(Cl)ccc3n2)n1Cc1ccccn1	-1	101	104	65	-2	4	99	3.0	4	0	-3
